# Screens deposited in PubChem BioAssay by Broad Institute.
# C2C12 statin: suppression of simvastatin myotoxicity; C2C12 myotubes + simvastatin, ATP luminescence, 48 h; scaled: DMSO 0, geranylgeraniol control 100; rescue of ATP level, % at 7.49 µM; 0.78% of 330,000 active; AID 602340;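 active = mean ATP rescue above about 67%, or every replicate alone reaching that limit, limit read from the data, passing the limit was not always enough; inconclusive = no clear call, values can overlap the other calls; inactive = mean under the limit and some replicate under it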;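 note: myotubes were challenged with 10 µM simvastatin during compound exposure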
# S100A4 MyoIIA: blocks human S100A4 binding to myosin IIA peptide; P26447; S100A4/TAMRA-MyoIIA peptide fluorescence polarization; inhibition, % at 10.7 µM; 0.14% of 360,000 active; AID 652163;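 active = mean inhibition of at least 70% across replicates, with every replicate also reaching that level; inconclusive = mean inhibition reaches 70% but some replicates fall short; inactive = mean inhibition below 70%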
# Target sequence (P26447 whole entry, looked up): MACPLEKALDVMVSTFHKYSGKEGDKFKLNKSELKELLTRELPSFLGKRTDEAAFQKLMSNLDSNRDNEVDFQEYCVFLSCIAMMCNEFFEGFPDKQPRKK
#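 Test system: S100A4 monomer protein. Medium: HEPES buffer with Ca2+, pH 7.2. Reagent: fluorescent myosin IIA peptide, 5 nM. Compound dosing: single-point compound testing. Timing: 5 min between mix addition and reading. Benchmarks: DMSO neutral and TFP positive wells.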
# LGR2 antag: blocks bursicon-induced cAMP signaling via Drosophila LGR2; 0.35% of 380,000 active; inhibition, % at 9.99 µM; HEK293 LGR2, CRE-luciferase, bursicon-stimulated, 4 h;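 active = drop in luminescence signal, shown as inhibition above about 50% in the replicate tests, limit read from the data, passing the limit was not always enough; inconclusive = probably only some replicates passing the limit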;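 note: agonist challenge used bursicon conditioned medium at about half maximal strength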
# SIRT5 block: sirtuin-5 (human) deacylase inhibition. Q9NXA8. Purified SirT5, succinyl-peptide AMC, trypsin-coupled fluorescence. inhibition, % at 15 µM. 1.1% of 330,000 active; in the data active = inhibition above about 15%; inconclusive = no clear call, values can overlap the other calls
# Target sequence (Q9NXA8 whole entry, looked up): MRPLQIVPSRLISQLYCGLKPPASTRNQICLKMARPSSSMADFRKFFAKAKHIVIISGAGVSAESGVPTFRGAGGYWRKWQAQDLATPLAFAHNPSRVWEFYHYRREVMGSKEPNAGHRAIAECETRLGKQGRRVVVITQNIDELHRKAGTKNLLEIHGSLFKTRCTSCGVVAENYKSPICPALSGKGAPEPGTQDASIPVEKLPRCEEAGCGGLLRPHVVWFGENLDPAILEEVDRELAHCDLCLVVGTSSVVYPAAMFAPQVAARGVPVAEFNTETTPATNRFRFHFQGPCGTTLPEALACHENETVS
# esBAF inh: inhibitors of esBAF chromatin remodeling in mouse ES cells; Bmi1-luciferase knock-in reporter, 24 h; 100% = twice the neutral-well signal; reporter increase, % at 12.5 µM; 2% of 350,000 active; AID 602393; in the data active = activation above about 40%; inconclusive = no clear call, values can overlap the other calls;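 note: 0% = median of the plate's neutral control wells and 100% = double that signal; a rise in the Bmi1 reporter signal indicates esBAF inhibition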
# FN deposit inh: fibronectin deposition inhibition; 0.086% of 350,000 active; AID 743247; inhibition, % at 12.6 µM; AH1F fibroblasts, Alexa488-fibronectin deposition fluorescence, overnight;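 active = mean inhibition across replicates of 30% or more, regardless of how many single replicates reach that level; inconclusive = mean under 30% yet at least half of replicates reach 30%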;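 note: positive control wells lacked labelled fibronectin entirely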
#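 Material: AH1F fibroblast monolayer depositing Alexa488-labelled fibronectin into matrix / Amount: 10000 AH1F cells per well / Signal: fluorescence 485/525 nm / Medium: DMEM, 2% serum / Compound: single dose, pinned / Incubation: 1 h cell adhesion before compound, then overnight fibronectin incubation / Reagent: Alexa488-FN, 24 nM final / Read-out: inhibition of fibronectin deposition signal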
# CASP6 VEID inh: blocks human caspase-6 cleavage activity | purified caspase-6, Z-VEID-R110 cleavage fluorescence | inhibition, % at 12.5 µM | 0.53% of 350,000 active | AID 686996;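 active = mean inhibition across replicates at least about 35%, with every replicate also reaching that limit, limit read from the data; inconclusive = only one of the two criteria met; inactive = neither criterion met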;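 note: 0% = median of neutral control wells and 100% = no fluorescence left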
# Target sequence (P55212 24-179 limits assumed): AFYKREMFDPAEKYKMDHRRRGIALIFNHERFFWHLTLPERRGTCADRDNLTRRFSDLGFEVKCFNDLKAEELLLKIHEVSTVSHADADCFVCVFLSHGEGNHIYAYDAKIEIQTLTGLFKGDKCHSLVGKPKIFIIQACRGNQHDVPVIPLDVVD
# Target sequence (P55212 194-293 limits assumed): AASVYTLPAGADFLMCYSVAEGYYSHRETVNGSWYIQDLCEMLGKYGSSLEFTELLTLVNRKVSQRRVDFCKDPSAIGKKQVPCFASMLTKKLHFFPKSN
# * marks the source's active call; other numbers are inactive results; ? = inconclusive; · = not tested or not shown; & = joins results of further samples; ! = a repeat was not active. Some of the compounds tested, so the mix of outcomes need not match the whole.
# Keys: A = C2C12 statin; B = S100A4 MyoIIA; C = LGR2 antag; D = SIRT5 block; E = esBAF inh; F = FN deposit inh; G = CASP6 VEID inh
C[C@@H]1CN([C@H](C)CO)C(=O)c2cc(NS(C)(=O)=O)ccc2O[C@@H]1CN(C)S(=O)(=O)c1cccs1
  A: 7 | B: -5 | C: -2 | D: -4 | E: 4 | F: -2 | G: -1
CN1c2ccc(C3=CCCCC3)cc2[C@@H]2[C@@H](CCN2C(=O)C2CCOCC2)[C@H]1CO
  A: 16 | B: 20 | C: -23 | D: 5 | E: -1 | F: 2 | G: -3
CCc1c(O)nc(SCC(=O)NC(C)(C)C)n(-c2ccccc2)c1=O
  A: -26 | B: · | C: · | D: · | E: -1 | F: -6 | G: ·
C[C@H](CO)N1C[C@H](C)[C@@H](CN(C)Cc2ccncc2)Oc2ncc(/C=C/c3ccccc3)cc2C1=O
  A: 7 | B: -1 | C: -4 | D: -6 | E: -5 | F: · | G: -1
Nc1cc2c(cc1Br)-c1ccc(F)cc1C2=O
  A: 7 | B: 1 | C: -51 | D: 0 | E: 27 | F: 5 | G: 0
Nc1nc(SCC(=O)c2c(N)n(C3CC3)c(=O)[nH]c2=O)n[nH]1
  A: 7 | B: 10 | C: -6 | D: -4 | E: -4 | F: 2 | G: 1
CCCCCN(C(=O)CCC(=O)OCCOc1cccc(C)c1)c1c(N)n(CCCC)c(=O)[nH]c1=O
  A: 3 | B: 3 | C: 6 | D: -3 | E: -1 | F: -3 | G: 1
COc1ccc(N(Cc2cc(=O)[nH]c3ccccc23)C(=O)C(C)C)cc1
  A: 4 | B: -3 | C: 18 | D: -5 | E: 1 | F: -4 | G: 6
CN(C)CC#Cc1cccc(-c2nc(C(=O)NCc3ccc4c(c3)OCO4)cc3c2[C@H](CCO)N(S(=O)C(C)(C)C)C3)c1 (some centres not stated)
  A: · | B: -22 | C: · | D: -6 | E: 2 | F: · | G: -1
O=C(c1ccccc1Cl)N1CCC(N2CCC(C(=O)N3CCCC3)CC2)CC1
  A: -43 | B: -4 | C: 0 | D: -2 | E: 5 | F: 0 | G: -9
Cc1ccccc1-c1cnc2c(c1)C(=O)N([C@@H](C)CO)C[C@@H](C)[C@@H](CN(C)Cc1ccncc1)O2
  A: -13 | B: -42 | C: -14 | D: 2 | E: 0 | F: 7 | G: -2
COc1ccc(S(=O)(=O)Nc2ccc3c(c2)C(=O)N([C@H](C)CO)C[C@@H](C)[C@@H](CN(C)Cc2ccc(Oc4ccccc4)cc2)O3)cc1
  A: 30 | B: -8 | C: 19 | D: 30* | E: 6 | F: · | G: 0
C[C@@H]1CN([C@H](C)CO)C(=O)c2cc(NC(=O)Nc3cccc4ccccc34)ccc2O[C@@H]1CN(C)C(=O)Nc1cccc2ccccc12
  A: 34 | B: -2 | C: 2 | D: 7 | E: 5 | F: · | G: 0
O=C(C1CCCC1)N1C[C@@H]2N[C@H](C1)C2c1ccc(-c2ccccc2F)cc1 (some centres not stated)
  A: · | B: -3&3 | C: -1&12 | D: 25*! | E: · | F: 2&-18 | G: 2
CN(C)CCCN(C(=O)c1ccc(C(=O)c2ccccc2)cc1)c1nc2cc3c(cc2s1)OCO3
  A: -17 | B: -8 | C: 17 | D: -2 | E: -24 | F: 7 | G: -25

# Among those listed so far, these have a tert-butyl group:
# Keys: A = C2C12 statin; B = S100A4 MyoIIA; C = LGR2 antag; D = SIRT5 block; E = esBAF inh; F = FN deposit inh; G = CASP6 VEID inh
CCc1c(O)nc(SCC(=O)NC(C)(C)C)n(-c2ccccc2)c1=O
  A: -26 | B: · | C: · | D: · | E: -1 | F: -6 | G: ·
CN(C)CC#Cc1cccc(-c2nc(C(=O)NCc3ccc4c(c3)OCO4)cc3c2[C@H](CCO)N(S(=O)C(C)(C)C)C3)c1 (some centres not stated)
  A: · | B: -22 | C: · | D: -6 | E: 2 | F: · | G: -1

# Next compounds:
# Keys: A = C2C12 statin; B = S100A4 MyoIIA; C = LGR2 antag; D = SIRT5 block; E = esBAF inh; F = FN deposit inh; G = CASP6 VEID inh
COc1ccccc1/C=C/C(=O)OCC(=O)Nc1nnc(-c2ccccc2)o1
  A: · | B: 0 | C: 8 | D: -5 | E: · | F: -11 | G: 4
CC(NC(=O)C1CCCN(S(=O)(=O)N2CCOCC2)C1)c1ccccc1 (configuration not stated)
  A: -6 | B: -5 | C: 2 | D: -3 | E: -1 | F: -1 | G: -5
CS(=O)(=O)Nc1ccc2c(c1)[C@@H]1C[C@@H](CC(=O)NCc3ccccc3F)O[C@@H](CO)[C@@H]1O2
  A: -2 | B: 8 | C: -11 | D: -2 | E: 5 | F: -4 | G: -2
O=C(NC1(O)C(=O)c2ccccc2C1=O)c1ccc(C(F)(F)F)cc1
  A: · | B: 2 | C: · | D: -5 | E: · | F: 2 | G: 26
COC(=O)CCCC(=O)N1CCCC(CNS(=O)(=O)c2ccc(OC)cc2)C1 (configuration not stated)
  A: -4 | B: 5 | C: 9 | D: -2 | E: -3 | F: -2 | G: 0
C[C@H](CO)N1C[C@H](C)[C@H](CN(C)Cc2ccc(F)cc2)Oc2ncc(-c3cccc(F)c3)cc2C1=O
  A: 8 | B: -5 | C: 8 | D: 1 | E: 0 | F: 5 | G: -1
CC(/C=N/NC(=O)c1cc(-c2ccc(Cl)cc2)nc2ccccc12)=C\c1ccco1
  A: · | B: 0 | C: 7 | D: -4 | E: · | F: -12 | G: -1
Cn1cnc(S(=O)(=O)N2C[C@H](O)COC[C@H]3O[C@H](CC(=O)NC4CCCC4)CC[C@@H]32)c1
  A: -7 | B: 3 | C: -15 | D: 1 | E: 5 | F: 10 | G: -2
CCOC(=O)c1c(N2C(=O)CC(Sc3ccccc3C(=O)O)C2=O)sc2c1CCCC2 (configuration not stated)
  A: · | B: 3 | C: 25 | D: -1 | E: · | F: 0 | G: 4
O=C(C[C@H]1C[C@H]2c3cc(NC(=O)c4cccnc4)ccc3O[C@H]2[C@@H](CO)O1)NCCN1CCCCC1
  A: -2 | B: 1 | C: 3 | D: 3 | E: 1 | F: · | G: -1
CC1CCc2c(sc3ncn(CC(=O)N=Nc4c(O)[nH]c5ccccc45)c(=O)c23)C1 (configuration not stated)
  A: 5 | B: -5 | C: 1 | D: 0 | E: 2 | F: 4 | G: 2
O=C(NN1C(=O)CSC1=S)c1cccnc1
  A: · | B: -68 | C: -2 | D: 0 | E: · | F: -3 | G: 5
COC(=O)[C@]1(Cc2ccccc2)N[C@H](CN(C)C(=O)Nc2ccc(F)cc2)[C@@H]2C(=O)N(Cc3ccccc3)C(=O)[C@@H]21
  A: 0 | B: 0 | C: 9 | D: -4 | E: 3 | F: 4 | G: 0
CS(=O)(=O)c1ccc(NC(=O)C2CCCN(C(=O)c3ccc(Cl)cc3)C2)cc1 (configuration not stated)
  A: 7 | B: -11 | C: 20 | D: -2 | E: 3 | F: -12 | G: -24
Cc1ccc(S(=O)(=O)N2[C@@H](c3cccc(Cl)c3)C(C(=O)O)=CC[C@H]2c2cccc(Cl)c2)cc1
  A: -6 | B: -5 | C: 18 | D: · | E: 4 | F: 13 | G: 4

# Carrying on:
# Keys: A = C2C12 statin; B = S100A4 MyoIIA; C = LGR2 antag; D = SIRT5 block; E = esBAF inh; F = FN deposit inh; G = CASP6 VEID inh
Cc1ccc(NC(=O)C2CCCN(S(=O)(=O)c3ccc4[nH]c(=O)ccc4c3)C2)cc1C (configuration not stated)
  A: -1 | B: -1 | C: 12 | D: · | E: 14 | F: -14 | G: -2
CN(C)CC(=O)N1CC2(C1)[C@@H](c1ccccc1)[C@@H](CO)N2Cc1cc(F)ccc1F
  A: · | B: 5 | C: -3 | D: -1 | E: · | F: 0 | G: -2
CCN1CCCC1CNCc1ccc(OCc2ccc(Cl)nc2)c(OC)c1 (configuration not stated)
  A: · | B: 1 | C: -22 | D: · | E: · | F: 4 | G: -29
Cc1cc(NC(=O)CSc2nnc(-c3c[nH]c4ccccc34)n2C)no1
  A: 8 | B: -1 | C: 9 | D: 3 | E: 5 | F: 0 | G: 0
COc1ccc(C#Cc2ccc([C@H]3[C@H]4CN(C(=O)C5CCOCC5)CC(=O)N4[C@H]3CO)cc2)cc1
  A: · | B: 0 | C: 16 | D: 2 | E: · | F: · | G: 1
C[C@@H]1CCCCO[C@H](CN(C)C(=O)NC2CCCCC2)[C@H](C)CN([C@@H](C)CO)C(=O)c2cc(NS(=O)(=O)c3ccc(F)cc3)ccc2O1
  A: · | B: 0 | C: 10 | D: 9 | E: 8 | F: 2 | G: 3
COc1ccc(N(CC(=O)N2CCCC2)S(C)(=O)=O)cc1
  A: 0 | B: -18 | C: -10 | D: 1 | E: 2 | F: -7 | G: 0
O=C(C[C@H]1CC[C@@H]2[C@H](COC[C@H](O)CN2S(=O)(=O)c2ccc(Cl)cc2)O1)N[C@H]1CCN(Cc2ccccc2)C1
  A: 3 | B: 1 | C: -15 | D: -1 | E: -4 | F: 1 | G: 2
CC(C)NC(=O)N(C)C[C@H]1Oc2ccc(NC(=O)C3CCCCC3)cc2C(=O)N([C@@H](C)CO)C[C@@H]1C
  A: -9 | B: 2 | C: -8 | D: -2 | E: 0 | F: · | G: 1
O=C(NNS(=O)(=O)c1ccccc1)c1ccc(F)cc1
  A: 10 | B: -4 | C: -10 | D: -2 | E: -6 | F: -4 | G: 0
CCn1c(SCC(=O)NCc2ccc(C)cc2)nnc1-c1ccncc1
  A: 9 | B: · | C: 9 | D: · | E: -12 | F: · | G: ·
COc1cccc(-c2cccc(NC(=O)C3CCN(Cc4ccc(CO)o4)CC3)c2)c1
  A: -2 | B: -11 | C: 0 | D: -4 | E: -3 | F: 7 | G: 0
COc1ccccc1-c1cnc2c(c1)C(=O)N([C@H](C)CO)C[C@@H](C)[C@H](CN(C)C(=O)CN(C)C)O2
  A: 3 | B: 6 | C: 20 | D: ? | E: 3 | F: 5 | G: 3
CC1(C(=O)NS(=O)(=O)c2cccc(Cl)c2)CCN1C(=O)Cc1ccccc1 (configuration not stated)
  A: 2 | B: 3 | C: 3 | D: 0 | E: -3 | F: 10 | G: -1
Cc1cnccc1CN(C)Cc1cn(C)nc1-c1ccc(Oc2ccccc2)cc1
  A: · | B: 0 | C: -12 | D: -1 | E: · | F: 3 | G: 1
C[C@H](CO)N1C[C@H](C)[C@@H](CN(C)S(=O)(=O)c2cn(C)cn2)Oc2ccc(NC(=O)Nc3cccc4ccccc34)cc2C1=O
  A: 31 | B: 6 | C: -3 | D: -1 | E: 2 | F: · | G: -2
O=S(=O)(Nc1ccc2c(c1)OCO2)c1ccc(Br)s1
  A: -10 | B: · | C: -18 | D: · | E: 27 | F: 2 | G: ·

# Some values from above.
# Result for CN(C)CC(=O)N1CC2(C1)[C@@H](c1ccccc1)[C@@H](CO)N2Cc1cc(F)ccc1F in LGR2 antag: -3
# Result for Cc1ccc(NC(=O)C2CCCN(S(=O)(=O)c3ccc4[nH]c(=O)ccc4c3)C2)cc1C (configuration not stated) in FN deposit inh: -14

# A second format for some results above.
> C[C@H](CO)N1C[C@H](C)[C@@H](CN(C)S(=O)(=O)c2cn(C)cn2)Oc2ccc(NC(=O)Nc3cccc4ccccc34)cc2C1=O
- C2C12 statin = 31
- S100A4 MyoIIA = 6
- LGR2 antag = -3
- SIRT5 block = -1
- esBAF inh = 2
- FN deposit inh = ·
- CASP6 VEID inh = -2

> O=S(=O)(Nc1ccc2c(c1)OCO2)c1ccc(Br)s1
- C2C12 statin = -10
- S100A4 MyoIIA = ·
- LGR2 antag = -18
- SIRT5 block = ·
- esBAF inh = 27
- FN deposit inh = 2
- CASP6 VEID inh = ·
